# Giardia killer: kills Giardia lamblia | Giardia lamblia trophozoite viability | activity change, % at 7.66 µM, hits read low | 340,000 compounds, 0.15% hits; in the data active means activity change below about -80%; inconclusive means between about -30% and that limit;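 further: parasites exposed to compound for two days anaerobically before the ATP read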
#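 Trophozoites 100 cells/well + cpd; 48 hrs, 37 deg C, anaerobic. ATPLite 1-Step added, 15-30 min RT, luminescence read (ATP-based viability).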
# B2AR arrestin: recruits beta-arrestin to the human beta2-adrenergic receptor; P07550; beta-arrestin recruitment to beta2AR, cell-based reporter; Potency, µM (doses to about 46.1 µM), without a hit: top-dose activation, most hits filed as activators; 330,000 compounds, 0.02% hits;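 further: potency means the concentration at half of the fitted maximal effect; 0% = DMSO controls and full agonism = EC100 isoproterenol or metaproterenol; nearly all actives have a fitted effect of over 65% in size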
# KCNH2 3.1 block: KCNH2 3.1 (human) potassium channel inhibition; U2OS KCNH2 3.1, thallium flux FluxOr; active compounds read low; activity change, % (tested at about 1.8 µM); 340,000 compounds, 0.95% hits; AID 720553;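 active means maximum activity change below -70%; inconclusive means maximum activity change from -70% to -50%; inactive means maximum activity change above -50%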;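 further: thallium influx rate constant from kinetic fluorescence after stimulation buffer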
#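 We transduce U2OS cells with the mutant 3.1 virus, culture them overnight, load FluxOr with Red40 quencher for 45 min, then add stimulation buffer and read kinetically for 2 min to derive a normalized rate constant.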
# PKM2 activator: PKM2 (human) enzyme activation; Potency, µM (highest dose often 57.5 µM), without a hit: at the highest dose activation, most hits filed as activators; purified PKM2, Kinase-Glo ATP luminescence, activation; response scale: 0% is enzyme alone, no compound; AID 1631; 260,000 compounds, 0.34% hits; P14618; further: potency means the concentration at half of the fitted maximal effect; nearly all actives have a fitted effect of over 55% in size
# Target sequence (P14618 whole entry, looked up): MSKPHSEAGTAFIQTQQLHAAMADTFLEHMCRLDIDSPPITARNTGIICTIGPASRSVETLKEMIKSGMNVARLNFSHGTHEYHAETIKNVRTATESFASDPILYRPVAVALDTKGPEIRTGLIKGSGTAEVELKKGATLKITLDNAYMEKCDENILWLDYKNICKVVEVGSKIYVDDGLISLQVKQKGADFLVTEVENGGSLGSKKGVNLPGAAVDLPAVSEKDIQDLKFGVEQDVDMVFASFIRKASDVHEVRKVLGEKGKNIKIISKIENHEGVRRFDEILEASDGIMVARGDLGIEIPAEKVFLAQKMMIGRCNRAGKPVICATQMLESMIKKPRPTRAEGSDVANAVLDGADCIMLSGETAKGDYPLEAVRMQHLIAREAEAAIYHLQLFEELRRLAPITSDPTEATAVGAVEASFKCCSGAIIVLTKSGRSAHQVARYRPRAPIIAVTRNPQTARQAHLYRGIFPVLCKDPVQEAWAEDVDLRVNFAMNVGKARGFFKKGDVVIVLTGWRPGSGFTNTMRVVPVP
#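 Purified hPK-M2 (>95% pure) converted ADP (0.1 mM final) to ATP with 0.5 mM PEP in 50 mM imidazole pH7.2, KCl, MgCl2, Tween 20, BSA; 1 h at room temperature. ATP detected by Kinase-Glo luminescence.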
# hERG WT inh: blocks the wildtype human KCNH2 potassium channel. Q12809. AID 720551. activity change, % at 1.84 µM. U2OS, BacMam KCNH2, thallium flux FluxOr; active compounds read low. 340,000 compounds, 0.37% hits;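 active means maximum activity change below -70%; inconclusive means maximum activity change between -70% and -50%; inactive means maximum activity change above -50%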
#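 U2OS cells were transduced with wild-type KCNH2 virus (2.03 x 10^8 / mL) for 4 h at room temperature, then cultured overnight at 37 C. Thallium flux was read with FluxOr dye. Rate constants were normalized to DMSO controls.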
# Eya2 inh: Eya2 (human) phosphatase inhibition; recombinant Eya2, OMFP fluorescence dephosphorylation (OMFP is methylfluorescein phosphate); Potency, µM (top dose mostly 76.9 µM), for the others: top-dose activity, negative = inhibition, actives largely listed as inhibitors; 330,000 compounds, 0.006% hits; AID 488837; further: potency means the concentration at half of the fitted maximal effect
#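 Eya2 (0.2 uM) preincubated 10 min at ambient with compound, then OMFP substrate added at 50 uM; 10 min reaction in 50 mM HEPES pH 7.5, 50 mM NaCl, 5 uM MgCl2, 0.05% BSA, 1 mM DTT. Fluorescence read at Ex 485/Em 525 nm.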
# GALK inh: galactokinase (human) inhibition. 270,000 compounds, 0.007% hits. Potency, µM (top dose mostly 57.5 µM), inactives show at the highest dose activity change, negative = inhibition, hits mostly inhibitors. Purified GALK, Kinase-Glo residual ATP luminescence. AID 1868. P51570; further: potency means the concentration at half of the fitted maximal effect
#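 Quantitative HTS: GALK 5 nM, ATP 35 uM, galactose 100 uM, 1 h room temperature, then luciferase-based ATP detection.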
# USP2a block: USP2a (human) protease inhibition; USP2 core, Ub-CHOP2 coupled fluorogenic reporter, 485/531; AID 463254; O75604; Potency, µM (highest dose often 38.3 µM), inactives show top-dose activity change, negative = inhibition, most hits filed as inhibitors; 330,000 compounds, 0.01% hits;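 further: potency means the concentration at half of the fitted maximal effect; plate controls were DMSO wells for no effect and full inhibition by NEM control for full effect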
# Target sequence (O75604 whole entry, looked up): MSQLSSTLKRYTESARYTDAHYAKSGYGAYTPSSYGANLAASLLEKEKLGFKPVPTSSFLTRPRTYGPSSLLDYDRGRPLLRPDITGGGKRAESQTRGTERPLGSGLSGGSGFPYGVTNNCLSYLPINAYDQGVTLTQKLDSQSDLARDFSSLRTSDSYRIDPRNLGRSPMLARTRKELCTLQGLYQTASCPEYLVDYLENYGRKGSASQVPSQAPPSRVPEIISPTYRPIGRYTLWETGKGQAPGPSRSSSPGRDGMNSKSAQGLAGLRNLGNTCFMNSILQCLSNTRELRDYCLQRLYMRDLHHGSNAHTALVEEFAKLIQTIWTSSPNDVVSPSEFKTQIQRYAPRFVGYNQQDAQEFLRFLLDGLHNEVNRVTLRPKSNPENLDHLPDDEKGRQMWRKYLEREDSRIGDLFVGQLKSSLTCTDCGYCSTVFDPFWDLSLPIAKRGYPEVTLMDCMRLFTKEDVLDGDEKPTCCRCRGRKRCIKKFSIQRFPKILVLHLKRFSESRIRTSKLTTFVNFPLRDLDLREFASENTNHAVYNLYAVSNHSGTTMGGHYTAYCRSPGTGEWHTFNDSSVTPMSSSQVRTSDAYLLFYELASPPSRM
#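 USP2 core (10nM final) preincubated 30min RT with compound in 20mM Tris-HCl pH 8.0, 2mM CaCl2, 2mM beta-mercaptoethanol, 0.05% CHAPS; 25nM Ub-CHOP2 plus 25nM reporter substrate added, fluorescence (Ex485/Em531) read after 60min.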
# uPA surface inh: blocks generation of uPA at the cell surface; cell surface uPA generation assay, qHTS; Potency, µM (series often up to 38.3 µM), for the others: top-dose activity change, negative = inhibition, hits mostly inhibitors; 330,000 compounds, 0.31% hits; AID 540303; active means well fitted inhibition curve with a large enough effect; inconclusive means small, poorly fitted or top-dose-only effect; inactive means no such curve, though single readings can be large or run the other way; tested in mouse RAW 264.7 cells; further: potency means the concentration at half of the fitted maximal effect; nearly all actives have a fitted effect of over 55% in size
# Coupling enz: coupling enzyme interference in Giardia aldolase counter-screen. coupling enzyme system counterscreen, AmpLite Red fluorescence. activity change, negative = inhibition, % at 58.2 µM, hits read low. 290,000 compounds, 0.67% hits. AID 2472; in the data active means activity change below about -30%
#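 Counterscreen lacking aldolase: glyceraldehyde-3-phosphate coupling-enzyme reagent preincubated 10 min at RT with compound (at 57.5 uM final), then substrate/coupling system with AmpLite Red added; fluorescence read at 525/598 nm after 20 min RT.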
# BCR signal inh: blocks chronic active B-cell receptor signaling; 340,000 compounds, 0.05% hits; AID 493014; Potency, µM (highest dose often 46.1 µM), without a hit: top-dose ratio change, negative = lower green/red ratio, usual class: inhibitors; ABC-DLBCL IkBa-CBG/CBR reporter, luminescence ratio, 4 h; active means well fitted inhibition curve with a large enough effect in the signal ratio, with a control signal flat, not every such curve was filed as active; inconclusive means small, poorly fitted or top-dose-only effect, or effect the other way, or a change in a side signal; the % refers to the signal ratio;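 further: potency means the concentration at half of the fitted maximal effect; plate controls were basal doxycycline-induced cells for no effect and cells given 10 µM MG132 for full effect; MG132 reads +100%, hits lower the ratio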
#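 Compounds up to 46 uM were incubated four hours with TMD8 cells whose green CBG68 luciferase is fused to IkappaBalpha; red CBR luminescence normalised the signal, and concentration-effect curves were fitted to fusion, red and ratio data.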
# An asterisk follows results filed as active; ? = inconclusive; . = no result given; & = joins results of further samples; [ ] = another dose, or the depositor's remark. Unless noted, the call rests on the fitted dose curve; in most records, active means well fitted curve in the direction sought with a large enough effect; inconclusive means small, poorly fitted or top-dose-only effect, or another doubt; inactive means no such curve, though single readings can be large; an effect the other way counts as inactive or inconclusive. Unless noted, on the % scale 0 is the no-effect control and ±100 the full control effect.
Structure	Giardia killer	B2AR arrestin	KCNH2 3.1 block	PKM2 activator	hERG WT inh	Eya2 inh	GALK inh	USP2a block	uPA surface inh	Coupling enz	BCR signal inh
O=c1[nH]c(=O)n(-c2ccccc2)c(O)c1/C=C/C=Nc1ccccc1	-4	-0.9%	0	2%	1	15%	0%	?	7%	-2	0%
O=C1CN=C(c2ccccc2)c2ccccc2N1	-2	0.2%	1	.	-3	25%	-2%	1%	-1%	-1	-2%
COC(=O)C1=C(c2ccc(F)cc2F)C[C@@H]2CC[C@H]1N2C(=O)NCc1ccc(F)cc1	-11	0.1%	11	.	0	1%	.	1%	6%	.	0%
CC(C)N1OC2CC1c1nc3ccccc3n1C2 (centres undefined)	6	0.3%	-26	1%	-6	-2%	-2%	5%	11%	-15	0%
COc1ccccc1NC1=NCCS1	-8	0.2%	14	-4%	-2	10%	0%	1%	2%	2	-7%
CCCN(CCC)C1CCc2ccc(O)cc2C1 (centres undefined)	-23	0.0%	-31	.	86	-4%&4%	.	1%	2%	.	1%
CN(C)c1ccc(/C=C2/C(=N\O)C3CCN2CC3)cc1	6	-0.1%	0	-3%	-1	-4%	5%	6%	-5%	-5	1%
O=C(CN1CCOCC1)c1ccc2cc[nH]c2c1	0	0.3%	16	14%	14	8%	-1%	2%	-7%	-1	?
CC12CC[C@H]3[C@@H](CCC4(O)C[C@H](O)CCC34/C=N/NC(=O)c3ccccc3[N+](=O)[O-])C1(O)CCC2C1=CC(=O)OC1 (some centres undefined)	21	-1.7%	40	.	-10	0%	.	0%	9%	3	?
CS(=O)(=O)NNP(=O)(NNS(C)(=O)=O)NC(=O)c1ccc(Br)cc1	-26	0.1%	17	6%	3	3%	-4%	6%	5%	1	5%
CC/C(=N\N1CCN(C)CC1)c1c(O)[nH]c(=O)[nH]c1=O	2	-0.4%	11	-4%	-5	-3%	-10%	1%	2%	-10	-2%
Cc1cc(NC(=O)CCC(=O)N2CCC3(CC2)OCCO3)no1	3	-0.6%	0	-16%	2	-1%	-2%	8%	.	1	-1%
N#CC(C#N)=Cc1ccc(O)c(O)c1	2	0.0%	12	.	0	18%&8%	.	8%	?	7	6%
Cc1ccc2c(c1)C1CN(C)CCC1N2C(=O)/C(C#N)=C/c1ccc2c(c1)OCO2 (centres undefined)	-17	0.0%	6	7%	-5	10%	1%	0%	-2%	-2	-1%
Cc1cccc(-n2c(C)nc3ccc(Cl)cc3c2=O)c1	-9	-0.1%	11	1%[11.5 µM]	6	19%	-2%	1%	-6%	1	-5%

# Three entries from above, with values under each structure:
# Each structure is followed by: Giardia killer	B2AR arrestin	KCNH2 3.1 block	PKM2 activator	hERG WT inh	Eya2 inh	GALK inh	USP2a block	uPA surface inh	Coupling enz	BCR signal inh
CC12CC[C@H]3[C@@H](CCC4(O)C[C@H](O)CCC34/C=N/NC(=O)c3ccccc3[N+](=O)[O-])C1(O)CCC2C1=CC(=O)OC1 (some centres undefined)
→ 21	-1.7%	40	.	-10	0%	.	0%	9%	3	?
CS(=O)(=O)NNP(=O)(NNS(C)(=O)=O)NC(=O)c1ccc(Br)cc1
→ -26	0.1%	17	6%	3	3%	-4%	6%	5%	1	5%
CC/C(=N\N1CCN(C)CC1)c1c(O)[nH]c(=O)[nH]c1=O
→ 2	-0.4%	11	-4%	-5	-3%	-10%	1%	2%	-10	-2%

# Additional records
Structure	Giardia killer	B2AR arrestin	KCNH2 3.1 block	PKM2 activator	hERG WT inh	Eya2 inh	GALK inh	USP2a block	uPA surface inh	Coupling enz	BCR signal inh
CCn1c(O)c(C=NCc2cccs2)c(=O)n(CC)c1=S	9	-1.0%	2	13%	-7	-6%	2%	1%	6%	5	?
Cc1ccc2c(CN3CC=C(c4ccccc4)CC3)cc(=O)oc2c1C	12	-0.9%	-1	-1%	-6	1%	3%	2%	4%	-2	?
CCCC(=O)N(C)C1=Nc2ccc(Cl)cc2C(c2ccccc2)=[N+]([O-])C1	4	0.3%	6	-5%	11	5%	4%	1%	2%	-2	-1%
CCCNC(=O)N1C2CCC1CC(O)(c1cccnc1)C2 (centres undefined)	9	-0.1%	-13	-10%	-3	3%	-2%	-2%	2%	1	?
O=C(CN1CC(c2ccccc2)CC1=O)Nc1cccc(F)c1 (centres undefined)	-7	-3.2%	-5	-1%	-4	9%	.	1%	-6%	5	2%
COc1ccc(C2CN(C)CC2C(=O)c2ccc(F)cc2)cc1Cl (centres undefined)	-3	-0.6%	-23	0%	17	13%	-2%	2%	-3%	1	-17%
O=C(NCc1ccc(C(=O)N2CCC3(CC2)OCCO3)cc1)c1ccc2c(c1)OCO2	-26	0.3%	3	-1%	22	13%	.	5%	.	2	-6%
Cc1cccc(C)c1OC(=O)Cc1ccccc1	13	0.4%	39	-1%	-7	2%	-1%	0%	2%	0	0%
CCN1CCN(CC(c2ccccc2)c2ccccc2)CC1	-1	0.5%	-8	1%	32	-10%	-4%	2%	-2%	1	0%
CC(C(=O)Nc1ccc(Cl)cc1Cl)N1CC=C(c2ccccc2)CC1 (centres undefined)	-1	-0.2%	9	-11%	4	-6%	0%	0%	3%	1	16%
O=c1[nH]c(=O)n(-c2ccc(Cl)cc2)c(O)c1C=NCCN1CCCCC1	-2	0.0%	12	0%	3	4%	-1%	-2%	5%	0	-20%
COC(=O)C1=C(c2cccc(Cl)c2)C[C@@H]2CC[C@H]1N2C(=O)NCC1CC1	2	0.5%	7	.	9	-11%	.	2%	-1%	.	-1%
N#CC1(c2ccccc2)CCN(C2CC(=O)N(c3cccc(F)c3)C2=O)CC1 (centres undefined)	9	-0.4%	25	-1%	-3	0%	5%	1%	0%	0	-3%
Clc1ccc(CN2C3=NCCN3c3ccccc32)cc1Cl	3	-0.5%	-75*	-1%	36	-8%	3%	2%	-8%	5	?
Cn1cc(C(=O)OCC(=O)Nc2ccccc2)c2ccccc21	-7	-0.3%	10	.	-2	3%	.	0%	4%	.	?

# By substructure: the entries above containing a cyano group (3)
Structure	Giardia killer	B2AR arrestin	KCNH2 3.1 block	PKM2 activator	hERG WT inh	Eya2 inh	GALK inh	USP2a block	uPA surface inh	Coupling enz	BCR signal inh
N#CC(C#N)=Cc1ccc(O)c(O)c1	2	0.0%	12	.	0	18%&8%	.	8%	?	7	6%
Cc1ccc2c(c1)C1CN(C)CCC1N2C(=O)/C(C#N)=C/c1ccc2c(c1)OCO2 (centres undefined)	-17	0.0%	6	7%	-5	10%	1%	0%	-2%	-2	-1%
N#CC1(c2ccccc2)CCN(C2CC(=O)N(c3cccc(F)c3)C2=O)CC1 (centres undefined)	9	-0.4%	25	-1%	-3	0%	5%	1%	0%	0	-3%

# The results go on:
Structure	Giardia killer	B2AR arrestin	KCNH2 3.1 block	PKM2 activator	hERG WT inh	Eya2 inh	GALK inh	USP2a block	uPA surface inh	Coupling enz	BCR signal inh
O=C(Cc1ccccc1)OC(COCc1ccccc1)CN1CCOCC1 (centres undefined)	-3	-0.3%	.	-1%	-11	-3%	4%	0%	12%	-1	-1%
COC(=O)C1=C(c2ccc(Cl)c(C(F)(F)F)c2)C[C@@H]2CC[C@H]1N2C(=O)NCc1cc(C)oc1C(F)(F)F	2	-0.8%	-89*	.	-11	-23%	.	-8%	?	.	?
COc1ccc([N+](=O)[O-])cc1NC(=O)Nc1ccc(OC)c(OC)c1	14	-0.1%	-7	-4%	-4	-8%	5%	1%	-2%	-12	?
Cc1ccc(-n2c(O)c(C=NC3CCCCC3N)c(=O)[nH]c2=O)cc1C (centres undefined)	6	-0.9%	4	4%	2	10%	4%	0%	-2%	1	2%
CCOc1ccccc1OCC(=O)Nc1ccc(Cl)cc1C(=O)c1ccccc1	6	0.6%	-23	-1%	12	-1%	.	4%	0%	0	1%
CCOP(=O)(OCC)C(O)c1ccc(N(C)C)cc1 (centres undefined)	5	-0.8%	6	-7%	4	3%	-1%	1%	2%	1	-6%
O=c1c2ccccc2nc(-c2ccccc2)n1-c1ccccc1	7	0.1%	-3	1%	-7	-5%	-1%	0%	8%	3	13%
COc1ccc(OC)c(CN2CCN(C(=O)Cc3ccccc3)CC2)c1	-30	-0.9%	-4	2%	.	-1%	0%	2%	7%	-2	2%
S=C1NC2(CCCCC2)NC12CCCCC2	4	3.6%	3	-2%	-6	-10%	1%	4%	5%	7	-4%
C=CCN1C[C@@H](C)N(C(c2ccc(C(=O)N(CC)CC)cc2)c2cccc(OC)c2)C[C@@H]1C (some centres undefined)	8	-0.6%	?	.	-38	1%	.	2%	0%	.	-5%
CC(=O)Nc1ccccc1C(=O)OCc1ccc(C(=O)c2ccccc2)cc1	38[activator]	0.2%	-3	-5%	11	-6%	1%	-1%	.	.	1%
CCn1ccnc1CN1CCCC(C(=O)c2cc(C)c(OC)c(C)c2)C1 (centres undefined)	3	0.7%	8	?	16	-4%	5%	2%	-6%	1	14%

# Only part of the results is shown; count on the stated rates, not on these rows.
